Assay outcomes: PubChem BioAssay, National Center for Advancing Translational Sciences (NCATS)
RXFP1 agonist: RXFP1 (human) receptor agonism. HEK293T-RXFP1 cAMP TR-FRET, 30 min; response scale: percent of porcine relaxin response, buffer zero. Potency, µM (doses to about 57.5 µM), without a hit: at the highest dose activation, usual class: activators. actives 0.3% (n = 370,000); active = well fitted activation curve with a large enough effect; note: potency is the fitted concentration of half-maximal effect; % is set by controls: 0 for no effect and ±100 for the full control effect; nearly all actives have a fitted effect of over 60% in size; many of its hits are not listed in these tables
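Agonist response is measured as cAMP accumulation in an RXFP1-transfected HEK293T line under PDE4 inhibition. Values are scaled between buffer-only and 29 nM porcine relaxin, and EC50s come from standard Hill equation fits.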
D2 ag: agonists of human D2 dopamine receptor; HEK293 T-REx D2 cells, calcium flux agonist mode; P14416; actives 0.53% (n = 340,000); activation, % at 2 µM;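 active = activation over 3 SD above normal in the single-dose calcium agonist read, cut at about 30% in these data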; note: 0% is about no effect
Target sequence (P14416 whole entry, looked up): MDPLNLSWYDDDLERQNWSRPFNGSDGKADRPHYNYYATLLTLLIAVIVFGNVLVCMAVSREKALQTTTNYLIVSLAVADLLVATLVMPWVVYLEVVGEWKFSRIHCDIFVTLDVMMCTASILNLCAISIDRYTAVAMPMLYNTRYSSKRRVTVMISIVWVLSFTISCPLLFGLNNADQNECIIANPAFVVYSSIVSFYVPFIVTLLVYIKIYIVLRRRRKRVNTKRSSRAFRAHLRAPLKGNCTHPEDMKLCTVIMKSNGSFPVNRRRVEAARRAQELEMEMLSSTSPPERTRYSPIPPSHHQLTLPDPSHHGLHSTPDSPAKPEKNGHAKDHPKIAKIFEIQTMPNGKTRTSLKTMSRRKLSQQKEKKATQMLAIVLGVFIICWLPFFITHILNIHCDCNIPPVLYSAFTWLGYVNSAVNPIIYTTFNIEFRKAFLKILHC
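Tetracycline-induced HEK293 T-REx cells with force-coupled D2 receptor, plated overnight at 30 C, loaded with no-wash calcium dye. After a 10 s baseline, compound was pin-added and calcium flux read kinetically for 180 s; calcium rises flagged agonists.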
TRHR enhancer: TRH receptor (human) allosteric enhancement | P34981 | TRHR cells, fluo-8 calcium fluorescence, EC20 TRH enhancement | enhancement, % at 2 µM | actives 0.66% (n = 360,000); in the data active = enhancement above about 30%; note: 0% is about no effect
Target sequence (P34981 whole entry, looked up): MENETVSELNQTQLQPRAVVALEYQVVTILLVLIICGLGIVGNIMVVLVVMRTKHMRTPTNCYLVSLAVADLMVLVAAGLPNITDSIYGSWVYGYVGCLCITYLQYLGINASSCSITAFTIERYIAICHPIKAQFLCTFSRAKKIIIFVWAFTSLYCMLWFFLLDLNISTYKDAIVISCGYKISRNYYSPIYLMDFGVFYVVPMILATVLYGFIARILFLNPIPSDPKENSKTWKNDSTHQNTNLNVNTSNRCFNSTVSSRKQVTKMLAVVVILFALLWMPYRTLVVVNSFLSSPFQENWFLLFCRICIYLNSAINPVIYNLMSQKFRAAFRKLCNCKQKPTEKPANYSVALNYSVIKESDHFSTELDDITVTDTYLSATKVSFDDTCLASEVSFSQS
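Enhancer read-out: after compound pinning and an initial kinetic agonist-mode read, an EC20 of TRH (10 nM final) was injected and fluo-8 calcium signal (Ex 480/Em 530) followed at 1 s/cycle for 100 cycles in TRHR-expressing cells.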
D2 antagonist: D2 dopamine receptor (human) antagonism; P14416; HEK293 TREx D2 cells, calcium flux, dopamine EC80; inhibition, % at 10 µM; actives 2% (n = 340,000); in the data active = inhibition above about 30%; note: 0% is about no effect
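HEK293 T-REx D2 cells, tet-induced, calcium dye no-wash. Cpd pintool add, 180 s kinetic, then EC80 DA, 180 s kinetic. Ca flux read.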
RXFP1 antag: blocks the human relaxin receptor RXFP1. Q9HBX9. HEK293-RXFP1, relaxin-stimulated cAMP HTRF, 30 min; hits give low values. activity change, negative = inhibition, % at 57.5 µM. actives 0.59% (n = 350,000);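 active = activity change of -60% or lower, but not beyond a set lower limit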; note: % is set by controls: 0 for no effect and ±100 for the full control effect
D2 potentiator: positive allosteric modulators of human D2 dopamine receptor; P14416; HEK293 T-REx D2, calcium flux, EC20 dopamine potentiation; potentiation, % at 10 µM; actives 0.34% (n = 340,000);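 active = potentiation over 3 SD above the plate norm, cut at about 30% in these data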; note: 0% is about no effect
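Potentiation of an EC20 dopamine calcium response measured kinetically over 180 s, after a preceding 180 s compound-only read flagging agonists. Cells: inducible Hek293 Trex D2 line, 4000/well, cultured overnight at 30 C before dye loading.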
D1 potentiator: potentiators of human D1 dopamine receptor | potentiation, % at 10 µM | actives 0.036% (n = 360,000) | HEK293 TREx D1 cells, calcium flux, dopamine EC20 potentiation; in the data active = potentiation above about 30%; note: 0% is about no effect
D1 antagonist: antagonists of human D1 dopamine receptor. P21728. HEK293 TREx D1 cells, calcium flux, dopamine EC80; hits give low values. activity change, negative = inhibition, % at 10 µM. actives 3.2% (n = 360,000); in the data active = activity change below about -30%; note: % is set by controls: 0 for no effect and ±100 for the full control effect
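After overnight tetracycline induction at 30 C, force-coupled D1 HEK293 cells took up a no-wash calcium dye at room temperature. Compounds were added and monitored 180 s, and the response to EC80 dopamine was then recorded.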
D1 ag: human D1 receptor agonism; activation, % at 2 µM; actives 1% (n = 360,000); AID 504660; P21728; HEK293 T-REx D1 cells, calcium flux, agonist mode; in the data active = activation above about 30%; note: 0% is about no effect
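Tetracycline-induced HEK293 TREx D1 cells, force-coupled to calcium signalling, were dye-loaded with a no-wash calcium kit. Compound was pin-added after a 10 s baseline. Fluorescence was read kinetically at 1 cycle/s for 180 s, with calcium rises flagged as agonism.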
An asterisk follows results filed as active. This is a subset; count on the stated rates, not on these rows.

What do the screens show for `COc1ccc(-c2[nH]ncc2CNCc2cc(C)n(C)n2)c(F)c1`?
RXFP1 agonist: 2.6%; D2 ag: 0.7; TRHR enhancer: 25; D2 antagonist: 15; RXFP1 antag: -6; D2 potentiator: 16; D1 potentiator: -2; D1 antagonist: -7; D1 ag: 2

How did OC1CCNC(=S)N1c1ccccc1 (stereo not drawn) do in these assays?
RXFP1 agonist: 0.0%; D2 ag: 0.2; TRHR enhancer: 9; D2 antagonist: 8; RXFP1 antag: -8; D2 potentiator: -7; D1 potentiator: 4; D1 antagonist: 9; D1 ag: 0

What do the screens show for `S=c1[nH]nc(C2(c3ccccc3)CCCC2)o1`?
RXFP1 agonist: 0.8%; D2 ag: 0.0; TRHR enhancer: -2; D2 antagonist: 5; RXFP1 antag: -10; D2 potentiator: 7; D1 potentiator: -3; D1 antagonist: 5; D1 ag: 1

Results for CCCC(=O)Oc1ccc(N(C(=O)CCC)S(=O)(=O)c2cccs2)cc1 ?
RXFP1 agonist: 5.7%; D2 ag: -2.5; TRHR enhancer: 3; D2 antagonist: 5; RXFP1 antag: -16; D2 potentiator: 1; D1 potentiator: 1; D1 antagonist: -1; D1 ag: 4

Results for CCOc1ccc2[nH]c(=O)c(CN(Cc3ccco3)C(=O)c3cccc(F)c3)cc2c1 ?
RXFP1 agonist: 2.3%; D2 ag: -0.1; TRHR enhancer: 12; D2 antagonist: -23; RXFP1 antag: 0; D2 potentiator: 22; D1 potentiator: -3; D1 antagonist: -7; D1 ag: 5

How did Cc1cc(N(C)C)c(C#N)c(=O)[nH]1 do in these assays?
RXFP1 agonist: 0.3%; D2 ag: -0.8; TRHR enhancer: -2; D2 antagonist: -11; RXFP1 antag: -8; D2 potentiator: -5; D1 potentiator: -3; D1 antagonist: -7; D1 ag: 1

Results for Cc1cccc(N2CCN(C(=O)c3noc4c3CCCCC4)CC2)c1C ?
RXFP1 agonist: 1.5%; D2 ag: -1.1; TRHR enhancer: -8; RXFP1 antag: -15; D2 potentiator: 1; D1 potentiator: -1; D1 antagonist: 1; D1 ag: 5

Results for CC(C)CN(C(=O)COC(=O)CNC(=O)c1ccccc1)c1c(N)n(Cc2ccccc2)c(=O)[nH]c1=O ?
RXFP1 agonist: 0.7%; D2 ag: -0.1; TRHR enhancer: 4; D2 antagonist: 7; RXFP1 antag: -3; D2 potentiator: -12; D1 potentiator: 0; D1 antagonist: 3; D1 ag: 0

What do the screens show for `COc1ccc(CN2CCCC(C(=O)N3CCCCC3)C2)cc1OC` (stereo not drawn)?
RXFP1 agonist: 0.8%; D2 ag: 0.7; TRHR enhancer: 5; D2 antagonist: 4; RXFP1 antag: 11; D2 potentiator: 1; D1 potentiator: -4; D1 antagonist: -11; D1 ag: 2

How did CCc1nnc(NC(=O)/C=C/c2ccco2)s1 do in these assays?
RXFP1 agonist: 0.9%; D2 ag: -2.7; TRHR enhancer: -4; D2 antagonist: 11; RXFP1 antag: 1; D2 potentiator: -3; D1 potentiator: -4; D1 antagonist: -17; D1 ag: 0

What do the screens show for `O=C(OCc1cc2ccccc2[nH]c1=O)c1ccncc1`?
RXFP1 agonist: 2.4%; D2 ag: -0.2; TRHR enhancer: 10; D2 antagonist: 13; RXFP1 antag: -1; D2 potentiator: 1; D1 potentiator: -3; D1 antagonist: 42; D1 ag: 4

Results for COc1cccc(C(=O)NCCSc2ccc(Br)cc2)c1 ?
RXFP1 agonist: -0.4%; D2 ag: -1.1; TRHR enhancer: 32*; D2 antagonist: -7; RXFP1 antag: -6; D2 potentiator: -17; D1 potentiator: 4; D1 antagonist: -16; D1 ag: 3

Results for COC(=O)Cc1c(C)c2ccc(OCC(=O)N3CCOCC3)cc2oc1=O ?
RXFP1 agonist: 1.9%; D2 ag: -0.3; TRHR enhancer: -4; D2 antagonist: 3; RXFP1 antag: 0; D2 potentiator: 21; D1 potentiator: -1; D1 antagonist: -32*; D1 ag: 1

How did CC1(C)CC2CC(C)(CN2C(=O)COC(=O)CNC(=O)c2ccc(Cl)c(Cl)c2)C1 (stereo not drawn) do in these assays?
RXFP1 agonist: -1.3%; TRHR enhancer: -4; RXFP1 antag: -3; D2 potentiator: 9; D1 potentiator: -2; D1 antagonist: -6; D1 ag: 3

How did CSC1=NCCN1C(=O)c1ccc(S(=O)(=O)N2CCCC2)cc1 do in these assays?
RXFP1 agonist: 0.6%; D2 ag: -1.4; TRHR enhancer: 21; D2 antagonist: -3; D2 potentiator: 22; D1 potentiator: 3; D1 antagonist: 4; D1 ag: 2

What do the screens show for `C=CCn1c(COc2ccc(F)cc2)nnc1SCC(=O)Nc1cccc(S(N)(=O)=O)c1`?
RXFP1 agonist: 0.6%; D2 ag: 1.0; TRHR enhancer: -3; D2 antagonist: -23; RXFP1 antag: 7; D2 potentiator: -2; D1 potentiator: 4; D1 antagonist: -9; D1 ag: 4

What do the screens show for `Cc1cccc(OCCn2ccnc2)c1C`?
RXFP1 agonist: -0.2%; D2 ag: 0.0; TRHR enhancer: 2; D2 antagonist: 7; RXFP1 antag: 13; D2 potentiator: 9; D1 potentiator: 8; D1 antagonist: 8; D1 ag: 7

Results for COc1ccc(CCNC(=O)Cn2cnc3scc(-c4ccccc4)c3c2=O)cc1OC ?
RXFP1 agonist: 5.4%; D2 ag: -0.5; TRHR enhancer: -9; D2 antagonist: 19; RXFP1 antag: -2; D2 potentiator: 2; D1 potentiator: -2; D1 antagonist: -3; D1 ag: 1

What do the screens show for `COc1ccc(C2c3[nH]c4ccccc4c3C[C@H]3C(=O)N(CCCO)CC(=O)N23)c(OC)c1` (stereo partly drawn)?
RXFP1 agonist: 4.0%; D2 ag: -0.5; TRHR enhancer: -1; D2 antagonist: -7; RXFP1 antag: 6; D2 potentiator: 6; D1 potentiator: -4; D1 antagonist: -29; D1 ag: 0

What do the screens show for `O=C(/C=C1\SC(=O)N(CC(=O)Nc2ccc(F)cc2)C1=O)Nc1ccc(Cl)cc1`?
RXFP1 agonist: 1.8%; D2 ag: 1.1; TRHR enhancer: 4; D2 antagonist: 0; RXFP1 antag: -7; D2 potentiator: 3; D1 potentiator: 1; D1 antagonist: -23; D1 ag: 4

How did COc1ccc(CNC(=O)C[C@H]2C(=O)N(C3CCCCC3)C[C@@H]2Cc2ccccc2)cc1 do in these assays?
RXFP1 agonist: -1.7%; D2 ag: 0.7; TRHR enhancer: -1; D2 antagonist: 21; D2 potentiator: -2; D1 potentiator: 7; D1 antagonist: 0; D1 ag: 2

Results for Nc1ncc(Br)cc1S(=O)(=O)NCCC(=O)Nc1cccc(Cl)c1 ?
RXFP1 agonist: -1.8%; D2 ag: -0.7; TRHR enhancer: 3; D2 antagonist: -5; RXFP1 antag: 1; D2 potentiator: 4; D1 potentiator: 5; D1 antagonist: 2; D1 ag: 11

How did CCc1nnc(NC(=O)c2ccc(S(=O)(=O)NC3CCCCC3)cc2)s1 do in these assays?
RXFP1 agonist: 0.7%; D2 ag: 1.4; TRHR enhancer: -1; D2 antagonist: -19; RXFP1 antag: -11; D2 potentiator: 18; D1 potentiator: -4; D1 antagonist: 2; D1 ag: 10

What do the screens show for `CCS(=O)(=O)Nc1c(C(=O)OC)[nH]c2ccccc12`?
RXFP1 agonist: 0.2%; D2 ag: -1.1; TRHR enhancer: 3; D2 antagonist: 4; RXFP1 antag: -2; D2 potentiator: 13; D1 potentiator: -2; D1 antagonist: 1; D1 ag: 0

How did C=CCCO[C@@H]1O[C@@H](C)[C@H](O)C[C@H]1O do in these assays?
RXFP1 agonist: -0.2%; D2 ag: -0.6; TRHR enhancer: 3; D2 antagonist: -8; D2 potentiator: -1; D1 potentiator: -3; D1 antagonist: -29; D1 ag: 0

How did COc1cc(-c2nnc(COC(=O)c3nn(CC(C)C)c(=O)c4ccccc34)o2)cc(OC)c1OC do in these assays?
RXFP1 agonist: 7.1%; D2 ag: -1.0; TRHR enhancer: 13; D2 antagonist: -7; RXFP1 antag: -4; D2 potentiator: -18; D1 potentiator: 1; D1 antagonist: -8; D1 ag: 5

Results for CCOC(=O)N1CCN(C(=O)CSc2ccc(C(=O)OC)cc2[N+](=O)[O-])CC1 ?
RXFP1 agonist: 1.8%; D2 ag: 0.0; TRHR enhancer: -1; D2 antagonist: -27; RXFP1 antag: 8; D2 potentiator: 3; D1 potentiator: -6; D1 antagonist: -2; D1 ag: 2

Results for Cc1ccc2nc(-c3ccsc3)c(Nc3ccc(Cl)cc3)n2c1 ?
RXFP1 agonist: 12%; D2 ag: -0.1; TRHR enhancer: -12; RXFP1 antag: -3; D2 potentiator: -2; D1 potentiator: 0; D1 antagonist: -4; D1 ag: 0

How did Cc1cc(O)c(C(c2cccc(Cl)c2)N2CCN(c3ccccc3)CC2)c(=O)n1Cc1ccco1 (stereo not drawn) do in these assays?
RXFP1 agonist: 3.3%; D2 ag: 23; TRHR enhancer: 1; RXFP1 antag: -30; D2 potentiator: -10; D1 potentiator: -2; D1 antagonist: 6; D1 ag: 2

How did COc1cc2cc(CN(CCCN3CCOCC3)C(=O)Nc3ccc(F)cc3)c(=O)[nH]c2cc1OC do in these assays?
RXFP1 agonist: 3.7%; D2 ag: 0.6; TRHR enhancer: 1; D2 antagonist: 5; RXFP1 antag: -14; D2 potentiator: 0; D1 potentiator: -2; D1 antagonist: 5; D1 ag: 4

How did S=c1[nH]c2cc(Br)cnc2[nH]1 do in these assays?
RXFP1 agonist: 5.9%; D2 ag: 0.7; TRHR enhancer: 1; D2 antagonist: -2; RXFP1 antag: -20; D2 potentiator: -5; D1 potentiator: -6; D1 antagonist: 1; D1 ag: 7

Results for O=C(CNC(=O)c1cccs1)OCC(=O)c1ccc([N+](=O)[O-])cc1 ?
RXFP1 agonist: -0.4%; D2 ag: -0.4; TRHR enhancer: 3; D2 antagonist: -13; RXFP1 antag: -14; D2 potentiator: -1; D1 potentiator: -3; D1 antagonist: -16; D1 ag: 2

Results for O=C(COc1ccccc1F)N1c2ccccc2CCc2ccccc21 ?
RXFP1 agonist: -2.2%; D2 ag: 1.0; TRHR enhancer: 20; D2 antagonist: 11; RXFP1 antag: -12; D2 potentiator: -4; D1 potentiator: -1; D1 antagonist: -3; D1 ag: 8

In the list so far, 2 have a nitro group on carbon:
Results for CCOC(=O)N1CCN(C(=O)CSc2ccc(C(=O)OC)cc2[N+](=O)[O-])CC1 ?
RXFP1 agonist: 1.8%; D2 ag: 0.0; TRHR enhancer: -1; D2 antagonist: -27; RXFP1 antag: 8; D2 potentiator: 3; D1 potentiator: -6; D1 antagonist: -2; D1 ag: 2

Results for O=C(CNC(=O)c1cccs1)OCC(=O)c1ccc([N+](=O)[O-])cc1 ?
RXFP1 agonist: -0.4%; D2 ag: -0.4; TRHR enhancer: 3; D2 antagonist: -13; RXFP1 antag: -14; D2 potentiator: -1; D1 potentiator: -3; D1 antagonist: -16; D1 ag: 2
